# Screens (PubChem BioAssay)
# 14-3-3g Raf = 14-3-3 gamma protein interaction modulation; P61981; FP, 14-3-3gamma / TMR-pS259-Raf peptide binding; inhibition, % at 40 µM; 160,000 compounds, 0.19% hits; AID 422; in the data active = inhibition above about 30%;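 also: 0% = protein plus tracer without compound and 100% = blank with tracer alone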
# Target sequence (P61981 whole entry, looked up): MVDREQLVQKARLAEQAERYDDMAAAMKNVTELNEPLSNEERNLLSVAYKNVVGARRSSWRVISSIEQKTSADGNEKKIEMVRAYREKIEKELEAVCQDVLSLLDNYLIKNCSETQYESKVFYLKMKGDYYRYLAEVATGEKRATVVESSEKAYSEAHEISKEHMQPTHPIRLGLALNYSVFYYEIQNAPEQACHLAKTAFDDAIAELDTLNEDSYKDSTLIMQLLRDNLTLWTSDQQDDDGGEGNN
# * hit, by the source's call; & = joins results of further samples.
SMILES,14-3-3g Raf
O=C(CSc1nnnn1-c1ccc2c(c1)OCO2)NCc1cccs1,0
C=CCSc1nc(N)c2c(C)c(C)sc2n1,-5
Cc1cccc(Nc2nc3c(c(=O)n(C)c(=O)n3C)n2Cc2ccccc2)c1,-2
CCCOn1nnnc1-c1ccccc1,-12
CC(C)Oc1ccc(C=Cc2ccc3cccc(O)c3n2)cc1,-14
Cc1cc(NC(=O)c2ccc(Br)cc2)ccc1I,-13
Cc1cc(N2CCOCC2)nc2ccc(NC(=O)CCC3CCCC3)cc12,-3
O=C(NCc1ccc(Cl)cc1)c1c(O)c2cccc3c2n(c1=O)CC3,1
CCOC(=O)C1=C(N)N(c2ccccc2Oc2ccccc2)C(=O)C1,1
COc1ccc(CNC(=O)CSc2nnnn2-c2ccccc2)cc1,1
CCOC(=O)c1c(C#N)c(SCC(=O)Nc2ccc(OC)cc2)nc2c1CN(CC)CC2,-5
COc1ccc(CCNC(=O)c2nnn(-c3ccc4c(c3)OCCO4)c2N)cc1OC,-6
COCCNC(=O)CN(CC1CCCO1)C(=O)CCC(=O)Nc1ccccn1 (stereo not drawn),0
Cc1nc2ccccc2c2ncccc12,-9
COc1ccc(Nc2ncnc3sc4c(c23)CCC(C)C4)cc1 (stereo not drawn),-6
CCOc1cccc(-c2nnc3sc(COc4ccc(OC)cc4)nn23)c1,2
COc1ccc(CC(=O)Nc2sc3c(c2C(=O)Nc2ccccc2OC)CCCCC3)cc1,-7
O=C(c1ccc2c(c1)OCO2)N1CCN(c2ccc([N+](=O)[O-])cc2)CC1,-3
CN(C(=O)c1nn2c(C(F)(F)F)cc(-c3cccs3)nc2c1Br)C1CCCCC1,-4
COCCN(CCOC)c1ncc(Cl)c(C(=O)c2c(C)cc3ccccn23)n1,-8

# The last 3 records of the section before open the next one:
SMILES,14-3-3g Raf
O=C(c1ccc2c(c1)OCO2)N1CCN(c2ccc([N+](=O)[O-])cc2)CC1,-3
CN(C(=O)c1nn2c(C(F)(F)F)cc(-c3cccs3)nc2c1Br)C1CCCCC1,-4
COCCN(CCOC)c1ncc(Cl)c(C(=O)c2c(C)cc3ccccn23)n1,-8
COc1ccccc1CNC(=O)C1CCN(c2nc3ccccc3[nH]2)CC1,-8
CCOC(=O)c1ccc(N2CCN(c3ccc(F)cc3)CC2)c(NC(=O)Nc2ccc(C)c(C)c2)c1,-12
Cc1nn(C)c(C)c1S(=O)(=O)N1CCC(C(=O)NC2CCCCCC2)CC1,-2
CCN(CCNC(=O)C(C)N1C(=O)COc2ccc(C)cc21)c1ccccc1 (stereo not drawn),-8
Cc1c(OCC(=O)c2ccc(Cl)cc2)ccc2c1oc(=O)c1ccccc12,-13
CCN1CCN(Cc2cc(=O)oc3cc4c(cc23)CCC4)CC1,0
COC(=O)c1ccc(NS(=O)(=O)c2cc(Br)cc3c2N(C(=O)C2CC2)CC3)cc1,-6
COc1ccc(-n2c(=O)c3c4c(sc3n3c(C)nnc23)COC(C(C)C)C4)cc1 (stereo not drawn),-47
O=C(CSc1nnc2c(n1)[nH]c1ccccc12)c1ccccc1,2
CC1(C)Cc2ccccc2-c2c1c(=O)n(Cc1ccccc1)c1n[nH]c(=S)n21,6
O=C1CCCC2=C1C(c1ccccc1)C1=C(CCCC1=O)O2,-3
CCSc1nnc(NC(=O)CCNS(=O)(=O)c2cc(Br)cnc2N)s1,-9
CC1=C(C(=O)OCCOc2ccccc2)C(c2ccc(F)cc2)C2=C(CC(c3ccccc3)CC2=O)N1 (stereo not drawn),-2
O=C(C1CCN(S(=O)(=O)c2cccc3nsnc23)CC1)N1CCOCC1,-6
O=C(Oc1ccc([N+](=O)[O-])cc1)c1cccnc1,8
CCOC(=O)c1c(N)sc(C(=O)Nc2ccc(C)cc2C)c1C,-10
CCCCN1C(=O)c2c(Oc3cccc(NC(C)=O)c3)cc([N+](=O)[O-])cc2Oc2ccccc21,-55
CCOC(=O)C1=C(c2ccccc2)NC(SCC(=O)Nc2cccc(C)c2)=C(C#N)C1c1ccco1 (stereo not drawn),3
O=C(CSc1nc2c([nH]c3ccccc32)c(=O)n1-c1cccc(C(F)(F)F)c1)N1CCCC1,-7
Cc1ccc2c(c1)-c1c(cnn1CC(=O)NC(C)CCc1ccco1)CO2 (stereo not drawn),-5
COc1ccc(NC2=CC(=O)CC(C)(C)C2)cc1OC,7
CN(c1ccccc1C(=O)NCc1ccccn1)S(C)(=O)=O,0
CCS(=O)(=O)N1CCN(C(=O)c2ccc(-c3ccccc3)cc2)CC1,-7
CN(C)C(=O)N1CCCC(C(=O)NCc2ccccc2)C1 (stereo not drawn),-4
Cc1cccnc1NC(c1ccc([N+](=O)[O-])cc1)c1ccc2cccnc2c1O (stereo not drawn),-5
COc1ccc(S(=O)(=O)NCc2ccc(C(=O)N3CCN(c4ccccn4)CC3)cc2)cc1,-1
O=C1CCCC1C(Nc1ccc(I)cc1)c1ccccc1 (stereo not drawn),-7
O=C(O)CCN1C(=O)NC2(CCCC2)C1=O,-10
COc1ccc(CC(=O)Nc2cc(C)c3c(=O)oc4ccccc4c3n2)cc1,-5
C=CCn1c(SCC(=O)Nc2ccccc2F)nc2sc3c(c2c1=O)CCCC3,-16
Cc1ccc(NC(=O)C(C)N2C(=O)c3ccccc3C2=O)c([N+](=O)[O-])c1 (stereo not drawn),-3
CC1=C(C(=O)OC(C)C)C(c2ccc(OCc3ccccc3)cc2)N2C(=O)CCSC2=N1 (stereo not drawn),-28
Cc1ccc(NC(=O)c2c(C)nc3sc(C(=O)NCc4ccco4)c(N)c3c2-c2cccnc2)c(C)c1,-15
Cc1cc(C)nc(SC2CCOC2=O)n1 (stereo not drawn),3
CCOC(=O)c1c[nH]c2ccc(C)cc2c1=O,-22
O=C1CCc2cc(S(=O)(=O)NCCC(=O)NC3CCCCC3)ccc2N1,-9
CC(Cc1c[nH]c2ccccc12)NC(=O)C1CCCNC1=O (stereo not drawn),-5
Cc1ccc2c(c1)sc(=NC(=O)c1ccc(S(=O)(=O)N3CCc4ccccc4C3)cc1)n2C,-2
COc1ccc(N2CCN(C(=O)CCCCCn3c(=S)[nH]c4ccc(Br)cc4c3=O)CC2)cc1,-1
CC(=O)Nc1cc(C(=O)NCc2ccccc2)ccc1Sc1ccc(C)cc1,-7
CCCOc1ccc(/C(O)=C2/C(=O)C(=O)N(CCCn3ccnc3)C2c2cccs2)cc1 (stereo not drawn),-2
CC(C)c1ccc2oc(-c3cccc(N)c3)nc2c1,-7
O=C(NCc1ccccc1Cl)C1CCC(CNc2nc(=S)[nH]c3ccccc23)CC1 (stereo not drawn),-7
C=CCn1c(=S)[nH]c2scc(-c3ccc(OC)c(OC)c3)c2c1=O,-320
O=c1c2c3c(sc2ncn1/N=C/c1ccc(Br)o1)CCCC3,-8
CCn1[nH]c(=O)c(=Nc2c(C)n(C)n(-c3ccccc3)c2=O)cc1-c1ccc(Cl)cc1,-1
Cc1ccc(-n2nc3c(c2NC(=O)COc2ccc(Cl)cc2)CSC3)c(C)c1,-4
CC1CCN(C(=O)c2cc3n(n2)C(C(F)(F)F)CC(c2ccc(Cl)cc2)N3)CC1 (stereo not drawn),-34
COc1ccc(NS(=O)(=O)c2cccs2)c(OC)c1,-6&-54
Nn1c(SCc2nc3ccccn3c2Br)nnc1-c1cccnc1,-6
Cc1[nH]c2c(Cl)cccc2c(=O)c1CN1CCCC1,-10&-5
COc1ccccc1N(C)S(=O)(=O)c1ccc(C(=O)NC2=NCCS2)cc1,-1
COc1ccc2c(c1)CCc1sc(NCc3cccc(OC)c3O)nc1-2,-5
Cc1ccc(-n2nc3c(c2NC(=O)c2ccc(S(=O)(=O)N4CCCCC4)cc2)CSC3)cc1,-5
COc1ccc(-c2c3c(=O)n(C)c(=O)n(C)c3cn2-c2cccc([N+](=O)[O-])c2)cc1,1
CC1(C)CC(=O)C2=C(C1)OC1=C(C(=O)CC(C)(C)C1)C2c1ccc(O)c([N+](=O)[O-])c1,9
CCOC(=O)C1=C(C)NC2=C(C(=O)CC(c3ccccc3)C2)C1c1ccc(OC)cc1 (stereo not drawn),2
O=C(CN1CCCN(S(=O)(=O)c2ccc(F)cc2)CC1)Nc1ccc(C(=O)O)cc1,-4
COc1ccc(C2C(=O)c3cc(OC)c(OC)cc3C2c2ccccc2)cc1OC (stereo not drawn),-1
Cc1ccc(C(=O)CSC2=C(C#N)C(c3ccco3)C3=C(CCCC3=O)N2)cc1 (stereo not drawn),-5
# Next section
SMILES,14-3-3g Raf
O=C(CCc1nc(-c2ccccc2)no1)N1CCCC1,-8
Cn1c(=O)n(C/C=C/c2ccccc2)c(=O)c2c1nc1n2CCCN1Cc1ccccc1,-4
O=c1oc(-c2ccccc2)nc2scc(-c3ccccc3)c12,-20
CCOC(=O)C1=C(C)NC2=C(C(=O)CC(c3cccs3)C2)C1c1ccc(C)c([N+](=O)[O-])c1 (stereo not drawn),-20
COc1ccc(S(=O)(=O)Nc2ccc3c(c2)c2c(n3S(=O)(=O)c3ccc(OC)cc3)CCC2)cc1,2
Nc1ccc2nc(SCc3cccc(F)c3)sc2c1,-6
COc1cccc(NC(=O)CCNC(=O)Cn2cnc3ccccc3c2=O)c1,-1
O=C(Nc1ccc(Oc2ccccc2)cc1)c1cccc(S(=O)(=O)N2CCOCC2)c1,-6
CCOC(=O)C1CCCN(C2CC(=O)N(c3cccc(C)c3)C2=O)C1 (stereo not drawn),-5
Cc1noc(C)c1CSc1nnc2sc3ccccc3n12,-1
O=C(NCC1CCCO1)c1ccc2c(c1)ncn2-c1cccc(Cl)c1 (stereo not drawn),-28
Cc1nn2cc(-c3ccc(-c4ccccc4)cc3)nc2s1,1
COc1ccc(C2C(C(=O)NCCC3=CCCCC3)c3ccccc3C(=O)N2Cc2ccc(F)cc2)cc1 (stereo not drawn),5
CCCS(=O)(=O)NCCc1cc2cc(C)c(C)cc2[nH]c1=O,-3
CC(C)CN1C(=O)c2ccccc2C1(O)Cc1ccccc1 (stereo not drawn),3
Cc1ccc(C2CC(C(F)(F)F)n3nc(C(=O)Nc4cc(Cl)ccc4O)cc3N2)cc1 (stereo not drawn),-74
O=C(Nc1ccc(Br)cc1)C1CC(=O)N(c2ccccc2)C1 (stereo not drawn),4
CC1CCc2nc(NC(=O)CSc3nc4ccccc4o3)sc2C1 (stereo not drawn),10
CSc1nc(C)cc(-c2ccco2)c1C#N,4
CN1C(=O)C2ON(c3ccccc3)C(c3cccs3)C2C1=O (stereo not drawn),2&1

# Retrieved by structure from the list above, 3 records:
SMILES,14-3-3g Raf
Cc1c(OCC(=O)c2ccc(Cl)cc2)ccc2c1oc(=O)c1ccccc12,-13
Cc1cc(C)nc(SC2CCOC2=O)n1 (stereo not drawn),3
CCCS(=O)(=O)NCCc1cc2cc(C)c(C)cc2[nH]c1=O,-3

# An excerpt of these results, with values ahead of the structure:
14-3-3g Raf | Molecule
-6 | O=C(C1CCN(S(=O)(=O)c2cccc3nsnc23)CC1)N1CCOCC1
8 | O=C(Oc1ccc([N+](=O)[O-])cc1)c1cccnc1

# Returning to the listing with the 3 entries that preceded the break.
SMILES,14-3-3g Raf
CC1CCc2nc(NC(=O)CSc3nc4ccccc4o3)sc2C1 (stereo not drawn),10
CSc1nc(C)cc(-c2ccco2)c1C#N,4
CN1C(=O)C2ON(c3ccccc3)C(c3cccs3)C2C1=O (stereo not drawn),2&1
COc1ccccc1C(=O)NC(NCC12CC3CC(CC(C3)C1)C2)(C(F)(F)F)C(F)(F)F,-6
NCCc1ccc(O)c(O)c1,-9
Cc1ccc(S(=O)(=O)Cn2nnnc2CN(Cc2ccco2)CC2CCCO2)cc1 (stereo not drawn),-14
O=[N+]([O-])c1ccc2c(c1)C1C=CCC1C(c1cccc(Br)c1)N2 (stereo not drawn),-20
N#Cc1nc(COc2ccccc2F)oc1N1CCC(C(N)=O)CC1,8
CCOC(=O)CN(Cc1ccc(Cl)cc1)S(=O)(=O)c1ccc([N+](=O)[O-])cc1,-1
C/C(=C\C(=O)c1ccc(C)o1)Nc1ccc(C(=O)O)cc1C,-3
Cc1ccc(C)c(Nc2ncnc(N)c2[N+](=O)[O-])c1,-1
C=CCN1C(=O)c2ccccc2Sc2ccc(C(=O)NC3CCCCC3C)cc21 (stereo not drawn),3
COC(=O)c1cc(-c2ccccc2C)no1,-9
CCOc1ccc(NC(=O)c2ccc(NS(=O)(=O)c3cccs3)cc2)cc1,-6
O=c1oc2ccc(Cl)cc2cc1-c1cn2ccccc2n1,-8
CCOC(=O)c1c(N=c2oc3ccc(Br)cc3cc2C(N)=O)sc2c1CCCC2,-62
COC(=O)C1=C(C)NC2=C(C(=O)CC(c3ccccc3OC)C2)C1c1ccc(OC)c(OC)c1OC (stereo not drawn),-1
CCOc1ccc(NC(=O)C2CCN(C(=O)c3ccc(F)cc3)CC2)cc1,-5
Cc1cc(C)c(NC(=O)C(=O)NCCCOC(C)C)c(C)c1,3
Cc1n[nH]c(=O)nc1N1CCN(c2ccccc2)CC1,1
Cc1ccc(NC(=O)C2C3C=CC4(O3)C2C(=O)N(C2CCCCC2C)C4C(=O)NC2CCCCC2)cc1Cl (stereo not drawn),1
c1ccc2[nH]c(NCCCN3CCOCC3)nc2c1,6
COc1ccc(Cl)cc1Nc1ncnc2c1cnn2-c1cccc(C)c1,8
COc1cc2c(cc1OC)C(C)N(C(=O)CN1CCOCC1)CC2 (stereo not drawn),4
C=CCNC(=O)c1ccc2c(=O)n(Cc3ccccc3OC)c(=S)[nH]c2c1,-17
O=C(Cc1ccc(-n2c(=O)[nH]c3ccccc3c2=O)cc1)N1CCCCCC1,2
CCOC(=O)c1sc(NC(=O)c2cccc(S(=O)(=O)N3CCN(C)CC3)c2)cc1C,-4
NC(=O)C1CCN(c2ccc(N3C(=O)C4C5C=CC(C5)C4C3=O)cc2[N+](=O)[O-])CC1 (stereo not drawn),-1

# Not all compounds are listed; the hit share may differ from the screen's.
